# Bioassay records from PubChem BioAssay.
# NOD1 NF-kB reporter: NOD1 signaling inhibitors, primary screen, cell-based, luminescence, uHTS (AID 1578); 290,000 compounds, 1% hits; NOD1-driven NF-kB luciferase reporter cells, luminescence; higher % means a stronger effect; inhibition, % at 4 µM, or EC50 in µM where a hit was titrated; in the data active = inhibition mostly above about 36%, no sharp cut-off; inactive = mostly below about 34%;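 note: HEK-293T reporter cells stimulated with the NOD1 agonist gamma-tri-DAP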
# HIV fusion peptide: inhibitors of HIV fusion peptide binding, primary screen, biochemical, uHTS, fluorescence dequenching (AID 1986). one-dose inhibition, % at 20 µM; IC50 in µM for titrated hits. 290,000 compounds, 0.3% hits. cell-free peptide binding, fluorescence dequenching, 30 min; higher % means a stronger effect; in the data active = inhibition mostly above about 52%, no sharp cut-off; inactive = mostly below about 76%; note: some results filed as inactive read as strong as hits
# GPR55 LPI antagonism: GPR55 antagonists blocking LPI-driven arrestin recruitment, primary screen, imaging, U2OS, beta-arrestin-GFP, LPI agonist (AID 2013); inhibition, % at 10 µM; hits with a dose series show IC50 in µM; G-protein coupled receptor 55 (Homo sapiens); U2OS GPR55 beta-arrestin-GFP translocation imaging, LPI antagonism; higher % means a stronger effect; 290,000 compounds, 0.13% hits;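 active = spots per cell inhibited over 60%, with over 100 cells counted and total cytoplasm intensity under 500,000; inconclusive = wells with under 100 cells, flagged as likely toxic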;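 note: U2OS cells stably carrying GPR55 and arrestin-GFP stimulated by 5 µM LPI near EC80; imaged beta-arrestin-GFP aggregate spots per cell after agonist stimulation; plate controls were LPI-stimulated DMSO wells for no effect and DMSO wells without LPI for full effect; some results filed as inactive read as strong as hits; confirmed hits need IC50 under 10 µM and bright autofluorescent wells are also inconclusive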
# GPR35 antagonists: GPR35 antagonists blocking zaprinast-driven arrestin recruitment, primary screen, imaging, U2OS, beta-arrestin-GFP, zaprinast agonist (AID 2058); G-protein coupled receptor 35 (Homo sapiens); U2OS GPR35 beta-arrestin-GFP translocation imaging, zaprinast antagonism; higher % means a stronger effect; one-dose inhibition, % at 10 µM; IC50 in µM for titrated hits; 290,000 compounds, 0.052% hits;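 active = inhibition of at least 50% with at least 30 cells and total cytoplasm GFP at most 10,000,000; inconclusive = under 30 cells or total GFP of 10,000,000 plus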
# AID2073: inhibitors of Mint1-CaV2.2 protein interaction, biochemical, HTRF (AID 2073); Voltage-dependent N-type calcium channel subunit alpha-1B (Homo sapiens); 290,000 compounds, 0.19% hits; HTRF protein-protein interaction, Mint1-CaV2.2; higher % means a stronger effect; inhibition, % at 20 µM, or IC50 in µM where a hit was titrated; in the data active = inhibition mostly above about 51%, no sharp cut-off; inconclusive = no clear call, values can overlap the other calls; inactive = mostly below about 53%; note: some results filed as inactive read as strong as hits
# GPR55 beta-arrestin: GPR55 agonists via beta-arrestin recruitment, primary screen, imaging, U2OS cells, beta-arrestin-GFP redistribution (AID 1961); activation, % at 10 µM; hits with a dose series show EC50 in µM; U2OS GPR55 beta-arrestin-GFP redistribution imaging; higher % means a stronger effect; G-protein coupled receptor 55 (Homo sapiens); 290,000 compounds, 0.048% hits;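 active = activation above 40% with more than 50 cells counted in the well; inconclusive = wells holding fewer than 50 cells, flagged as toxic or sparse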;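 note: U2OS osteosarcoma cells stably expressing GPR55 and beta-arrestin-GFP; plate controls were DMSO negative control for no effect and LPI positive control for full effect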
# KOR beta-arrestin-1: KOR antagonists, beta-arrestin recruitment, cell-based, luminescence, uHTS (AID 1778); one-dose inhibition, % at 10 µM; IC50 in µM for titrated hits; Kappa-type opioid receptor (Homo sapiens); 290,000 compounds, 0.091% hits; KOR beta-arrestin recruitment, luminescence, antagonist mode; higher % means a stronger effect; in the data active = inhibition above about 50%; note: strong numbers were not always called active
# KOR beta-arrestin-2: KOR agonists, beta-arrestin recruitment, primary screen, cell-based, luminescence, uHTS (AID 1777); activation, % at 10 µM, or EC50 in µM where a hit was titrated; Kappa-type opioid receptor (Homo sapiens); KOR beta-arrestin recruitment, luminescence; higher % means a stronger effect; 280,000 compounds, 0.02% hits; in the data active = activation above about 50%, passing the limit was not always enough; note: a part of the inactive calls stands beside numbers as strong as those of hits
# Siah-1 displacement: Siah-1 peptide-binding antagonists, primary screen, biochemical, fluorescence polarization, rhodamine-plectin, uHTS (AID 1817) | E3 ubiquitin-protein ligase SIAH1 (Homo sapiens) | Siah-1 / rhodamine-plectin peptide fluorescence polarization; higher % means a stronger effect | one-dose displacement, % at 20 µM; IC50 in µM for titrated hits | 290,000 compounds, 0.02% hits;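 active = displacement of at least 50% at 20 µM, with a fluorescence ratio check between 0.3 and a set limit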;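 note: plate controls were Siah plus tracer with DMSO for no effect and tracer alone without Siah for full effect; strong numbers were not always called active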
# An asterisk follows results filed as active; ? = inconclusive; . = no result given; [ ] = remark or other dose.
SMILES,NOD1 NF-kB reporter,HIV fusion peptide,GPR55 LPI antagonism,GPR35 antagonists,AID2073,GPR55 beta-arrestin,KOR beta-arrestin-1,KOR beta-arrestin-2,Siah-1 displacement
OCc1cn(-c2ccccc2)nc1-c1ccco1,-30%,3.9%,-4%,11%,33%,0.7%,-1%,-3.8%,3%
CCOC(=O)COc1c(OC)cc(Cl)cc1C1Nc2ccccc2C(=O)N1c1cccc(C)c1 (configuration not stated),8%,-1.8%,10%,3%,14%,-0.1%,0%,4.9%,4%
Cc1cccc(NC(=O)/C(C#N)=C/c2cccc([N+](=O)[O-])c2)n1,-8%,-1.1%,1%,16%,29%,0.7%,-21%,1.2%,1%
CSc1cccc(NC(=O)Cn2cccc2)c1,21%,1.8%,4%,0%,-7%,0.7%,4%,-1.2%,-2%
CC(C)c1ccc(CNC(=O)C(=O)NCCCn2ccnc2)cc1,-40%,2.2%,7%,1%,-1%,0.1%,6%,-1.3%,4%
Cn1c(=O)cc(OCCCC(=O)NC2CCCC2)c2ccccc21,-60%,-1.0%,9%,1%,-16%,0.3%,-11%,-1.6%,-3%
O=c1[nH]c(N2CCc3ccccc32)nc2c1CCCC2,-25%,-1.1%,7%,2%,10%,0.9%,-37%,-3.3%,-5%
CN(C)c1ccc(S(=O)(=O)N(C)C)cc1NC(=O)Cc1cccc2ccccc12,3%,-1.2%,4%,19%,10%,-0.2%,-6%,-4.1%,-6%
CC(Oc1ccc2c(-c3ccccc3)cc(=O)oc2c1)C(=O)NCCN1CCOCC1 (configuration not stated),14%,-0.1%,9%,12%,-6%,-0.1%,14%,0.5%,2%
COc1ccc(-n2c(SCC(=O)NCC3CCCO3)nc3c([nH]c4ccccc43)c2=O)cc1 (configuration not stated),15%,-0.6%,-9%,16%,4%,-0.2%,-68%,3.0%,-3%
CCCCC1(C)OC(=O)C(=Cc2ccc(N(CC)CC)cc2)C(=O)O1 (configuration not stated),45%,44%,15%,10%,7%,0.3%,0%,5.1%,8%
O=C(CN1CCN(S(=O)(=O)/C=C/c2ccccc2)CC1)NC(=O)NCc1ccco1,14%,-2.9%,2%,4%,56%,0.7%,33%,-0.1%,11%
CCN1CCN(C(CNS(=O)(=O)c2ccc(Cl)cc2)c2ccccc2)CC1 (configuration not stated),-25%,1.8%,5%,6%,-3%,-0.2%,-30%,-4.9%,1%
C/C(=N\N=C1\NC(=O)C(Cc2ccccc2)S1)c1ccccc1 (configuration not stated),-25%,3.0%,-6%,20%,6%,0.0%,-25%,-2.1%,-8%
CC(C)N(Cc1nc(-c2ccccc2)no1)C(=O)Cc1ccccc1,-10%,1.0%,1%,2%,-4%,-0.1%,9%,2.1%,2%
CC1CCN(S(=O)(=O)c2cccc(-c3cn4cc(Cl)ccc4n3)c2)CC1,-2%,-2.8%,15%,-13%,6%,0.2%,4%,-4.0%,0%
COc1c(O)cc2oc(-c3ccc(O)c(O)c3)cc(=O)c2c1O,-9%,20%,-9%,-8%,-14%,-0.1%,-5%,3.5%,91%
Cc1cc(C)c(CN2CCC(n3nccc3NC(=O)CCOc3ccccc3)CC2)cc1C,-8%,-1.9%,6%,6%,4%,0.1%,-10%,2.2%,0%
O=C(c1ccco1)N1CCN=C1SCc1ccccc1Cl,7%,-0.9%,-8%,-12%,-2%,-0.1%,28%,-8.3%,0%
O=S(=O)([N-]c1nc2ccccc2nc1-[n+]1ccc(-c2ccncc2)cc1)c1ccccc1,-36%,83%*,-2%,0%,6%,0.1%,-5%,-6.2%,4%
COc1cccc(CNC(=O)c2cnc(-c3ccccn3)nc2C(F)(F)F)c1,-6%,1.2%,23%,-16%,0%,0.9%,-1%,-3.1%,2%
COC(=O)[C@H](CCSC)NC(=O)Nc1cccc(C)c1C,-7%,1.9%,7%,3%,1%,-0.3%,-12%,0.6%,-3%
Clc1ccc(OCc2cc(-c3ccccc3)no2)c(Cl)c1,-32%,2.4%,-3%,14%,6%,0.1%,-43%,2.8%,-6%
O=C(NNC(=O)c1ccc(O)cc1O)c1ccc(Cl)cc1,-5%,0.1%,5%,3%,0%,-0.3%,-61%,-2.9%,-8%
CCC(C)OC(=O)C1=C(C)O[C@]23OC(N)=C(C#N)[C@]12C(=O)c1ccccc13 (some centres not stated),-9%,0.2%,18%,-2%,17%,-0.2%,-9%,-3.9%,2%
Cc1c(OCC(=O)NCC(O)c2ccccc2)ccc2c3c(c(=O)oc12)CCC3 (configuration not stated),-6%,0.4%,-8%,0%,16%,-0.1%,-9%,1.3%,5%
O=C(COC(=O)C1Cc2ccccc2CN1C(=O)c1ccccc1Cl)Nc1ccc(N2CCOCC2)cc1 (configuration not stated),2%,-1.5%,17%,1%,2%,-0.3%,4%,4.4%,-4%
O=P(CCO)(c1ccccc1)c1ccccc1,-29%,0.2%,-13%,?,-11%,0.3%,-15%[20 µM],-5.3%,0%
CCOc1ccccc1NC(=S)NC(=O)c1ccco1,-28%,1.1%,-1%,-14%,1%,0.0%,-21%,0.9%,-4%
CCOc1cc(S(=O)(=O)N(CC)CC)c(OCC)cc1-n1cnnn1,0%,0.7%,10%,10%,2%,0.0%,19%,-2.0%,2%
O=C(NCCC1=CCCCC1)Nc1ccc2nsnc2c1,-61%,1.2%,16%,11%,17%,0.2%,-80%[20 µM],.,1%
C=CCN1C(=O)c2ccccc2C1(O)Cc1ccccc1 (configuration not stated),-1%,0.1%,0%,-8%,19%,0.4%,13%,-3.3%,-3%
O=C(c1ccc(Cl)cc1)[C@@H]1[C@@H]2C(=O)N(c3ccc(Cl)cc3)C(=O)[C@@H]2C2c3ccccc3C=NN21 (some centres not stated),22%,22%,3%,-5%,42%,0.3%,-6%,0.0%,0%
COc1cc(OC)c(N(C)S(=O)(=O)c2cccc(C(=O)OCc3c(C)noc3C)c2)cc1Cl,-36%,-1.2%,16%,-6%,-11%,0.8%,-10%,-1.9%,-2%
CCC(Sc1nc2ncccc2[nH]1)C(=O)NC1CCCC1 (configuration not stated),0%,0.3%,-2%,-7%,-3%,-0.1%,-23%[20 µM],-3.1%,4%
CCOC(=O)c1ccc(NC(=S)NCCc2ccccc2F)cc1,-23%,-0.5%,25%,-13%,-12%,-0.1%,-18%[20 µM],-3.4%,10%
O=C(CCN=C1NS(=O)(=O)c2ccccc21)N1CCc2ccccc2C1,14%,0.0%,-17%,-1%,-5%,0.4%,-21%,-1.6%,3%
COc1ccc2nc(NC(=O)CS(=O)(=O)Cc3ccccc3)sc2c1,-42%,1.3%,13%,-1%,6%,0.2%,5%,5.4%,-2%
Cc1ccc(C)c(N(CC(=O)NCCC2=CCCCC2)S(C)(=O)=O)c1,-11%,1.3%,12%,24%,20%,0.2%,-4%,-1.9%,0%
COc1ccc(NC(=O)CN2CCN(S(=O)(=O)c3ccc(Br)cc3)CC2)c(OC)c1,4%,1.4%,5%,-2%,5%,-0.2%,0%,0.4%,1%
COc1ccc(/C=C2\SC(=O)N(CC(=O)NNC(=O)c3ccccc3O)C2=O)cc1,-35%,12%,20%,.,28%,-0.3%,-14%,-1.4%,9%
CCOC(=O)C1=C(C)NC(SC)=NC1c1ccc(OC)cc1 (configuration not stated),-16%,-1.5%,-2%,-5%,0%,0.2%,-20%,-7.3%,-4%
Cn1ccnc1SCc1ccc(Cl)cc1Cl,-23%,-0.5%,-10%,14%,-19%,-0.3%,-24%,17%,4%
CC(C)(C)c1ccc(/C=C/C(=O)Nc2ccncc2)cc1,-13%,-1.4%,-1%,9%,0%,0.3%,-40%,10%,-4%
C/C(=N\NC(=O)c1ccc2nc[nH]c2c1)c1ccc([N+](=O)[O-])cc1,-11%,-1.3%,-13%,5%,14%,-0.1%,44%,-3.5%,-1%
CCOC(=O)C1CCN(C(=O)C2(NC(=O)Nc3ccc(F)cc3F)CCCCC2)CC1,-14%,3.1%,-6%,-11%,5%,-0.1%,-61%,3.6%,-1%
COc1cc(C2c3c(n[nH]c3C)C(=O)N2c2ccc(C)cc2)ccc1O (configuration not stated),-26%,0.7%,7%,-3%,-13%,0.1%,-16%,-4.7%,1%
COc1ccc(N2CC(C)Cn3c2nc2c3c(=O)n(CCc3ccccc3)c(=O)n2C)cc1 (configuration not stated),-11%,0.1%,8%,5%,-10%,0.7%,-1%,0.3%,-4%
COC(=O)CCC(=O)OC1(C)C(=O)C=C2C=C3CCCN3C=C2C1=O (configuration not stated),-12%,16%,-15%,-9%,-2%,0.7%,0%,-1.2%,22%
O=C(CN(C(=O)c1csnn1)c1ccc(F)c(Cl)c1)NCc1ccccc1,8%,0.7%,0%,1%,-6%,-0.1%,-24%,0.9%,5%
CC(=O)c1ccc(NC(=O)C(C)N(C)CC(=O)Nc2cccc(F)c2)cc1 (configuration not stated),-13%,-0.5%,-6%,-2%,3%,0.3%,-13%,0.5%,1%
Cc1cc(C)c(N2C(=O)CCCC2=O)c(Cl)c1,31%,-2.0%,-3%,2%,9%,-0.2%,-4%,0.6%,-3%
COc1cc(/C=C2/C(=N)N3C=CSC3=NC2=O)ccc1OCCCOc1ccccc1C,23%,5.2%,-13%,-3%,11%,0.0%,-54%,9.7%,-3%
COc1ccc(CNC(=S)NCc2ccc(F)cc2)cc1,-22%,1.8%,2%,12%,5%,-0.1%,18%,0.5%,12%

# In the list so far, these have an aryl thioether with sulfur outside any ring.
SMILES,NOD1 NF-kB reporter,HIV fusion peptide,GPR55 LPI antagonism,GPR35 antagonists,AID2073,GPR55 beta-arrestin,KOR beta-arrestin-1,KOR beta-arrestin-2,Siah-1 displacement
CSc1cccc(NC(=O)Cn2cccc2)c1,21%,1.8%,4%,0%,-7%,0.7%,4%,-1.2%,-2%
COc1ccc(-n2c(SCC(=O)NCC3CCCO3)nc3c([nH]c4ccccc43)c2=O)cc1 (configuration not stated),15%,-0.6%,-9%,16%,4%,-0.2%,-68%,3.0%,-3%
CCC(Sc1nc2ncccc2[nH]1)C(=O)NC1CCCC1 (configuration not stated),0%,0.3%,-2%,-7%,-3%,-0.1%,-23%[20 µM],-3.1%,4%
Cn1ccnc1SCc1ccc(Cl)cc1Cl,-23%,-0.5%,-10%,14%,-19%,-0.3%,-24%,17%,4%

# This is a subset (hit frequency here may not be typical).
